GSK3beta inhib: inhibitors of human GSK3beta kinase | P49841 | GST-GSK3beta kinase, ADP-Glo luminescence, 60 min; hits give low values | activity score (negative = inhibition), % at 10 µM | 300,000 tested, 0.038% active;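 active means more than half of replicate wells score below -50%, meaning over 50% inhibition versus plate controls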;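 further: 0% = median DMSO wells and -100% = median GW8510 positive control wells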
Target sequence (P49841 whole entry, looked up): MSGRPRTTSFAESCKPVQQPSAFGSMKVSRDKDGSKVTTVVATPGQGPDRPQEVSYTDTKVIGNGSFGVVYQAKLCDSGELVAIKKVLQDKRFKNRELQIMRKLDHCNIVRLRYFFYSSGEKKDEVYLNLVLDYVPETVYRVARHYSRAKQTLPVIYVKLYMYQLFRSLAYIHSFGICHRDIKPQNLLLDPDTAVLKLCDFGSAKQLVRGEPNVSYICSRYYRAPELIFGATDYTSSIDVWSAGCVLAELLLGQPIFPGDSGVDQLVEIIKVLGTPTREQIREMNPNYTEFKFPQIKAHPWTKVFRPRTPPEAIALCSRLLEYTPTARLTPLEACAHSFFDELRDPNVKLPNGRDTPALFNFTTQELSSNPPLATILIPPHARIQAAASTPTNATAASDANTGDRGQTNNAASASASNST
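Test system: GST-fused GSK3beta enzyme, cell-free | Quantity: 1.6 ng GST-GSK3beta enzyme per well | Reagent: 25 µM ATP with peptide substrate | Schedule: 60 min enzyme reaction, room temperature | Signal: Luminescent ADP-Glo measurement of ADP formed | Read-out basis: Score relative to plate controls | Control set: DMSO and 20 µM GW8510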
RGS4 act: RGS4 potentiation or activation; B-score at 10 µM; 310,000 tested, 0.92% active; HEK293 M3R/inducible RGS4, carbachol calcium flux Fluo4; hits give low values; AID 463111;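 active means B-score of the integrated calcium signal more than 4 SD below the library mean, with starting fluorescence not abnormally high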;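 further: negative B-score means reduced calcium response which marks RGS4 activation or potentiation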
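Also added: carbachol at ECmax as muscarinic agonist stimulus; Assay system: HEK293 cells with stable M3R and inducible RGS4; Timing: overnight RGS4 induction, 30 min dye load 37 °C, 20 min compound RT; Measured by: Fluo4-AM (2 µM) calcium-flux fluorescence, kinetic read.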
GSK3A inh: blocks human GSK-3 alpha kinase; P49840; ADP-Glo luminescence, 60 min; inhibition, % at 10 µM; 320,000 tested, 0.1% active;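 in the data active means inhibition above about 50%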;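 further: GST-tagged GSK-3 alpha with peptide substrate and 25 µM ATP; 0% = DMSO neutral wells and 100% = GW8510 positive control wells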
PolyA inhibitor: blocks polyadenylation in yeast reporter cells | S. cerevisiae SKY197-pL101 polyadenylation reporter, beta-gal luminescence; efflux-impaired pdr1/pdr3 knockout yeast; score 100 = 6 SD above DMSO | calls only at 12 µM | 300,000 tested, 0.02% active | AID 1875;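 active means lowest replicate activity score at least 50, where 100 means six control SD above control mean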;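 further: yeast exposed to compound for 9 h at 30 °C; higher score means more reporter readthrough which indicates perturbed polyadenylation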
RGS4 inh: inhibitors of human RGS4 | P49798 | HEK293 M3R/RGS4 inducible, Fluo-4 calcium flux; hits give high values; triggered by carbachol at its EC20 | B-score at 10 µM | 310,000 tested, 0.45% active;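 active means B-score, a plate-corrected calcium signal, over three deviations above library mean, with baseline fluorescence within five deviations of library mean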;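 further: RGS4 expression induced by doxycycline in cells with stable M3 receptor; B-score is computed from the integrated fluorescence ratio over baseline after carbachol; higher B-score means a larger calcium signal and so more RGS4 inhibition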
Target sequence (P49798 whole entry, looked up): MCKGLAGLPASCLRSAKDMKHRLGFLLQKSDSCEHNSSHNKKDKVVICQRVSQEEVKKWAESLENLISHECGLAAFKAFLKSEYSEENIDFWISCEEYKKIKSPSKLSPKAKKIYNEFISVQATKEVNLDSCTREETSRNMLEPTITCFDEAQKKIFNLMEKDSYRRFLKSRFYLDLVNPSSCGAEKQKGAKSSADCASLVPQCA
Dyrk1A ADPGlo: Dyrk1A (rat) kinase inhibition; Q63470; ADP-Glo luminescence, NFATc1 peptide; inhibition, % at 12.5 µM; 310,000 tested, 0.43% active; AID 504441; in the data active means inhibition above about 50%;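 further: plate controls were vehicle with enzyme for no effect and no enzyme for full effect; many of its hits are not listed in these tables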
hERG protect: compounds protecting human hERG from proarrhythmic drug block | Q12809 | CHO-hERG, FluxOR thallium flux, dofetilide IC70 present | activation (rescue from dofetilide block), less the hit threshold, % at 10 µM | 310,000 tested, 0.51% active | AID 1511;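 active means activation above the mean of controls blocked by dofetilide plus 5 SD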;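 further: thallium influx through hERG after potassium depolarization seen as dye fluorescence rise; in these data hits start at about 4.7%; inactives centre near -7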
KCNK3 block: human KCNK3 channel inhibition, primary screen; B-score at 10 µM; CHO-KCNK3 thallium flux, FluxOR fluorescence; hits give low values; O14649; 340,000 tested, 0.84% active;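 active means B-score under library mean minus 4 SD, starting fluorescence ratio at most library mean plus 5 SD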;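 further: more negative B-score means stronger inhibition of thallium flux through KCNK3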
KCNQ1 inh: inhibitors of human KCNQ1 potassium channel. AID 2642. B-score at 10 µM. CHO-K1 KCNQ1, FluxOR thallium flux fluorescence; hits give high values. 310,000 tested, 1.3% active;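 active means compounds whose thallium flux B-score, printed positive for inhibition, exceeds three library SD while starting fluorescence stays within three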;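 further: channel opened by potassium depolarization with thallium stimulus after 20 min compound exposure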
KCNQ1 act: potentiates or activates the human KCNQ1 potassium channel | B-score at 10 µM | CHO-K1 KCNQ1, thallium flux FluxOR fluorescence; hits give high values | 310,000 tested, 0.35% active | P51787;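 active means fluorescence ratio B-score, a plate-corrected score, at least three library SD, with initial intensity B-score within 5 SD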
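assay system = CHO-K1 cells stably expressing KCNQ1 | medium = assay buffer, equal DMSO in all wells | timing = 37 °C overnight plating, 90-min dark dye load, 20-min compound pretreatment | measured by = kinetic FluxOR thallium fluorescence, 10-s 1-Hz baseline, 110-s post-stimulus read | measure = fluorescence change relative to baseline, converted to B score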
KCNK9 block: human KCNK9 channel inhibition | Q9NPC2 | HEK293 KCNK9, FluxOR thallium flux fluorescence; hits give low values | B-score at 10 µM | 310,000 tested, 1.2% active | AID 488922;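 active means ratio B-score over 3 SD below the library mean, with starting fluorescence within 5 SD of its mean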;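 further: negative B-score means less thallium flux so channel inhibition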
Target sequence (Q9NPC2 whole entry, looked up): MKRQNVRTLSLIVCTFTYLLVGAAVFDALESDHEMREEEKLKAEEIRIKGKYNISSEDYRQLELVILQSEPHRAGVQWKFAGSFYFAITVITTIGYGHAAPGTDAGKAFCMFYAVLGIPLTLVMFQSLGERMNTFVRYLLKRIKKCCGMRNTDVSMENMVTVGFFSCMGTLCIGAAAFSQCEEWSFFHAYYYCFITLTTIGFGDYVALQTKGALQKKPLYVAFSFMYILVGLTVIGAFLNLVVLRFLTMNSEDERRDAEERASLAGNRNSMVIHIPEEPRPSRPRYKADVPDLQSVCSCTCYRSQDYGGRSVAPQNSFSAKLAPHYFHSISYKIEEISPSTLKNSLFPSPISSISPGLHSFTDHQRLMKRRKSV
The depositor's hits bear a star; i = inactive; . = not tested or not shown. These rows are one share of the data (hit frequency here may not be typical).

SMILES	GSK3beta inhib	RGS4 act	GSK3A inh	PolyA inhibitor	RGS4 inh	Dyrk1A ADPGlo	hERG protect	KCNK3 block	KCNQ1 inh	KCNQ1 act	KCNK9 block
OCCNc1ncnc2c1c(-c1ccccc1)c(-c1ccccc1)n2Cc1ccco1	3	i	-5	i	i	-2	-20	i	i	i	i
O=C(CN1C(=O)/C(=C/c2ccc(F)cc2)SC1=S)NC1C=CS(=O)(=O)C1 (stereo not given)	-1	i	-2	i	i	1	-7	i	i	i	i
Cc1cccc(N(C)C(=O)C2CCCN2S(=O)(=O)c2cccc3nsnc23)c1 (stereo not given)	-2	i	29	i	i	-3	-10	i	i	i	i
CN(C)c1ccc(-c2nnc(-c3ccc(S(=O)(=O)C(F)F)cc3)o2)cc1	-2	i	3	i	i	6	-1	i	i	i	i
CCn1cnc2c1c(=O)[nH]c(=O)n2Cc1ccccc1	0	i	6	i	i	-2	2	i	i	i	i
CCC(CO)Nc1ncnc2c1cnn2-c1ccc(Cl)cc1 (stereo not given)	-1	i	0	i	i	11	-25	i	i	i	i
CC1=C(C)C(C)=C(C#N)C(=C(C#N)C#N)N1	3	i	-3	i	i	11	-13	i	i	i	i
COc1cc(/C=N/NC(=O)C(=O)/C=C2\NC(C)(C)Cc3ccccc32)ccc1O	1	i	0	i	i	11	-13	i	i	i	i
Cc1cnc(NC(=O)Nc2ccc(Cl)cc2)s1	5	i	0	i	i	1	-3	i	i	i	i
CCCCCCOc1ccc(NC(=O)CC2C(=O)N(CC)C(=S)N2Cc2ccco2)cc1 (stereo not given)	0	i	4	i	i	0	-24	i	9*	i	i
O=C(NN=C1CCCCC1)c1ccccc1-n1cccc1	-1	i	-2	i	i	1	-8	i	i	i	i
Cc1cccc(N2CCN(C(=O)c3ccc4c(c3)OCCO4)CC2)c1C	1	i	-3	i	i	4	-12	i	i	i	i
COc1ccc(C)cc1N(CC(=O)NCCSCc1ccco1)S(=O)(=O)c1ccc(C)cc1	1	i	7	i	i	-1	-9	i	i	i	i
Cc1onc(C(=O)NCCc2ccccc2)c1[N+](=O)[O-]	2	i	-1	i	i	-6	-4	i	i	i	i
CCCCNC(=O)CSc1nc2ccccc2c(=O)n1C1CCCC1	2	i	0	i	i	-7	-16	i	i	i	i
NC1=NC[C@H](Cc2ccccc2)N1CC1CCCCC1	-3	i	3	i	i	5	-7	i	i	i	i
O=C(NCc1ccccn1)C(=O)Nc1nc(-c2ccccc2)cs1	-4	i	0	i	i	0	-12	i	i	i	i
CCOC(=O)C1=C(C)OC(N)=C(C#N)C1c1cc2c(cc1[N+](=O)[O-])OCO2 (stereo not given)	-1	i	.	i	i	8	-8	i	i	i	i
Nn1c(SCC(=O)Nc2ccccc2)nnc(Cc2ccccc2)c1=O	2	i	-2	i	i	-4	-10	i	i	i	i
O=C(COC(=O)C1CCN(/C=C/C(=O)C(F)(F)F)CC1)Nc1cccc(F)c1	0	i	3	i	i	-3	-1	i	i	i	i
CCN1C=C(Cc2ccc(F)cc2)C2=C(C1)C(c1ccc(F)cc1)C(C#N)=C(N)O2 (stereo not given)	-1	i	-3	i	i	-7	-12	-9.7*	i	i	i
Cn1c(=O)c2ccccc2n(Cc2ccccc2F)c1=O	-1	i	-3	i	i	-1	-6	i	i	i	i
CCN(CC(=O)Nc1c(F)cccc1F)C(=O)COc1ccc2c(C)cc(=O)oc2c1	.	i	-2	i	i	.	-8	i	i	i	i
COc1cc(C(CCN2CCCC(C)C2)c2c(OC)cc(OC)c3c(-c4ccccc4)cc(=O)oc23)cc(OC)c1OC (stereo not given)	-3	i	0	i	i	12	-20	i	i	i	i
O=C(N/N=C/c1ccc(OCc2ccccc2)cc1)c1ccco1	-1	i	5	i	i	2	-3	i	i	i	i
Cc1cc(C)nc(NC(=O)C(c2ccccc2)c2ccccc2)c1	1	i	1	i	i	1	-19	i	i	i	i
Cc1cc2c(cc1C)N(Cc1ccccc1)C1=NCCCN12	3	i	1	i	i	10	-10	i	i	i	i
COc1ccc(Cc2nnc(NS(=O)(=O)c3ccc(NC(C)=O)cc3)s2)cc1	2	i	-5	i	i	-8	-5	i	i	i	i
CCCCc1ccc(NC(=O)CSc2nc(=O)n(CCN(C)C)c3c2CCC3)cc1	6	i	3	i	i	1	-12	i	i	i	i
O=C(Cc1cccc2ccccc12)Nc1ccccc1	1	i	0	i	i	-6	-7	i	i	i	i
CC1(c2ccccc2)NC(=O)N(CCN2C(=O)c3ccccc3C2=O)C1=O (stereo not given)	-1	i	0	i	i	-3	-2	i	i	i	i
CCOC(=O)COn1c(=O)c(-c2ccc(F)cc2)[n+]([O-])c2ccccc21	2	i	-2	i	i	1	-7	i	i	i	i
CN(C)S(=O)(=O)c1cccc(NC(=S)N/N=C/C(=O)c2ccccc2)c1	-2	i	3	i	i	-11	-15	i	i	i	i
Cc1ccc2cccc(SCC(=O)N3CCOCC3)c2n1	2	i	1	i	i	-3	-13	i	i	i	i
O=C(Nc1ccc(N2CCOCC2)c(Cl)c1)c1cc2ccccc2o1	6	-7.6*	1	i	i	12	-30	i	i	i	i
CC(=C\c1ccccc1)/C=C1/SC(=S)N(CCC(=O)O)C1=O	0	i	7	i	i	4	-2	i	i	i	i

Results in hERG protect, for some of the entries so far:
mol | hERG protect
Cc1cc2c(cc1C)N(Cc1ccccc1)C1=NCCCN12 | -10
COc1ccc(Cc2nnc(NS(=O)(=O)c3ccc(NC(C)=O)cc3)s2)cc1 | -5
CCCCc1ccc(NC(=O)CSc2nc(=O)n(CCN(C)C)c3c2CCC3)cc1 | -12

(continued)
SMILES	GSK3beta inhib	RGS4 act	GSK3A inh	PolyA inhibitor	RGS4 inh	Dyrk1A ADPGlo	hERG protect	KCNK3 block	KCNQ1 inh	KCNQ1 act	KCNK9 block
Cn1cccc1CC(=O)NNC(=S)NC(=O)c1ccccc1Br	2	i	-1	i	i	-1	-9	i	i	i	i
O=C(Cc1ccc([N+](=O)[O-])cc1)NCc1ccncc1	0	i	3	i	i	-3	-4	i	i	i	i
O=C(Nc1ccc(F)cc1F)N1CCCC(c2nc(-c3ccc(F)cc3)no2)C1 (stereo not given)	-1	i	.	i	i	26	-15	i	i	i	i
Cn1c(Cc2ccccc2)nnc1SCC(=O)Nc1ccccc1N1CCOCC1	1	i	-5	i	i	-3	-7	i	i	i	i
COc1ccc(CN(C(=O)COc2ccc(C)c(C)c2)C2CCS(=O)(=O)C2)cc1OC (stereo not given)	-2	i	0	i	i	4	-8	i	i	i	i
O=C1COc2ccc(C(=O)COC(=O)/C=C/c3ccc(Br)o3)cc2N1	0	i	0	i	i	.	-12	i	i	i	i
Cc1cccc(Nc2nc(OCC#N)nc(N(C)C)n2)c1	0	i	-2	i	i	-5	-5	i	i	i	i
OC1(Cc2cc(-c3ccccc3)no2)CCN(CCCc2ccccc2)CC1	-3	i	-4	i	i	-1	-14	i	i	i	i
CCCc1cc(=O)[nH]c(SCC(=O)Nc2cc(C)on2)n1	-5	i	-1	i	i	-4	-14	i	i	i	i
COc1ccc(-c2ncccc2OC(=O)C23CC4CC(CC(C4)C2)C3)cc1	0	i	-5	i	i	-1	-7	i	i	i	i
OCCN(Cc1ccccc1)CC(O)COc1ccc(-c2ccccc2)cc1 (stereo not given)	2	i	.	i	i	0	-18	i	i	i	i
Cc1cc(NC(=O)c2cccnc2)ccc1NC(=O)c1cc2ccccc2o1	-3	i	-1	i	i	5	-2	i	i	i	i
CC(c1ccccc1)n1c(CO)nc2ccccc21 (stereo not given)	-2	i	-1	i	i	-3	-6	i	i	i	i
CC1=NOC(=O)/C1=C\c1ccc(-c2cc(Cl)ccc2Cl)o1	-1	i	-3	i	i	1	-3	i	i	i	i
COC(=O)CSc1nc2c(c(-c3ccco3)c1C#N)CCCC2	4	i	-2	i	i	7	-8	i	i	i	i
Cc1ccccc1-n1c(O)c(/C=N/N2CCCCC2c2cccnc2)c(=O)[nH]c1=O (stereo not given)	-1	i	.	i	i	-1	-7	i	i	i	i
CC(CCc1ccccc1)NC(=O)C(=O)NCCc1ccccc1 (stereo not given)	-1	i	0	i	i	-6	-7	i	i	i	i
Cc1ccc(N2CC(C(=O)Nc3nnc(SCC(N)=O)s3)CC2=O)cc1 (stereo not given)	4	i	-1	i	i	-1	-5	i	i	i	i
C=CCn1c(SCC(=O)Nc2ccccc2C)nnc1-c1ccncc1	3	i	1	i	i	-2	-8	i	i	i	i
COc1cccc(C(=O)Nc2cc(NC(=O)c3cccs3)ccc2C)c1	.	i	-1	i	i	2	-9	i	i	i	i
CCc1ccc(NC(=O)CCS(=O)(=O)c2ccc(Cl)cc2)cc1	0	i	-3	i	i	3	-3	i	i	i	i
COC(=O)Nc1nnc(COc2cccc(C)c2)s1	1	i	-3	i	i	-8	-7	i	i	i	i
CCN1CCN(c2ncc(C(=O)Nc3cc(Cl)c(OC)cc3OC)c3ccccc23)CC1	-2	-7.3*	.	i	i	2	-6	i	i	i	i
COc1ccc(C2CC(c3ccccc3)=NN2C(=S)Nc2ccccc2)cc1 (stereo not given)	-2	i	-4	i	i	.	-14	i	i	i	i
CCC(=O)NC(=S)NNC(=O)c1ccccc1[N+](=O)[O-]	3	i	0	i	i	3	-1	i	i	i	i
Cc1ccc(S(=O)(=O)N(C)C)cc1NC(=O)COC(=O)CSc1ccccc1	2	i	-2	i	i	8	-10	i	i	i	i
CCCCN(C(=S)SC)C1CCS(=O)(=O)C1 (stereo not given)	1	i	-1	i	i	.	-11	i	i	i	i
O=C(CCCn1c(=O)c2sccc2n(Cc2ccc(F)cc2)c1=O)NCc1ccco1	2	i	-2	i	i	0	-8	i	i	i	i
O=C(NCc1ccccc1)C(c1ccncc1)N(C(=O)c1ccccn1)c1ccccc1 (stereo not given)	1	i	0	i	i	-9	-6	i	i	i	i
